# Bioassay records as filed in PubChem BioAssay.
# Arr AP2 block – inhibitors of human beta-arrestin and AP2 interaction; 0.31% of 340,000 active; inhibition, % at 10 µM; FITC-arrestin peptide / GST-AP2 beads, flow cytometry; AP2 beta2 appendage carries R879A mutation;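 active = inhibition above a set limit, near 3 SD of compounds lacking own fluorescence, cut at about 54% in these data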;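 note: plate controls were DMSO wells for no effect and 5 µM unlabelled arrestin peptide for full effect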
#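 System: GST-AP2 R879A bound to glutathione beads, E. coli-expressed. Also added: 50 nM FITC-arrestin peptide. Schedule: compound with beads 12 min RT, then probe 1 h RT. Signal: bead flow cytometry, FITC channel. Read-out basis: percent response.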
# PfHsp90 yeast 2 – reduces growth (ATP signal) of yeast expressing P. falciparum Hsp90; S. cerevisiae expressing PfHsp90, BacTiter-Glo ATP, 48 h; yeast lacking PDR1 and PDR3 efflux regulators; inhibition, % at 9.4 µM; 0.32% of 310,000 active;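 active = every replicate shows inhibition above about 80%, whatever the replicate mean, limit read from the data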;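 note: 0% = DMSO neutral controls and 100% = 20 µM radicicol positive controls; yeast relying on Plasmodium falciparum Hsp90 in place of its own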
# AddAB inh – less growth of phage-infected E. coli with AddAB; AID 435030; E. coli expressing H. pylori AddAB, absorbance growth; inhibition, % at 11.9 µM; 0.29% of 330,000 active; in the data active = inhibition above about 12%;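 note: 0% = vehicle wells of infected cells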
# OPRM1-OPRD1 ag – OPRM1-OPRD1 heterodimerization agonism. P35372+P41143. cells, luminescence. activation, % at 9.3 µM. 0.3% of 340,000 active; in the data active = activation above about 18%;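 note: 0% = vehicle-treated cells and 100% = reference agonist; values of inactives mirror those of a sister screen read the other way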
# E coli growth – bacterial growth inhibition, counter-screen for AddAB inhibitors; E. coli V3065 growth, OD600 absorbance, 18 h; 0.27% of 330,000 active; inhibition, % at 11.9 µM;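 active = inhibition above the campaign's mean inhibition across all tested compounds plus 3 SD, cut at about 9.9% in these data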;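 note: uninfected addAB+ strain grown without phage in ampicillin broth; 0% = DMSO wells and 100% = ciprofloxacin 0.95 µg/ml wells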
# phage Ecoli inh – E. coli growth loss with phage present; growth absorbance; inhibition, % at 11.9 µM; 0.26% of 360,000 active; AID 651602; in the data active = inhibition above about 11%
# Tat transport – blocks Tat-dependent protein export in E. coli | E. coli MC4100 TorA-mCherry Tat export, fluorescence | inhibition, % at 10 µM | 0.036% of 340,000 active;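 active = mean replicate inhibition at least 50% and at least half of replicates individually reaching 50%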;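 note: exported cargo escapes ClpAP degradation while cytoplasmic cargo is degraded and loses fluorescence; 0% = median of neutral control wells and 100% = median of NaSCN control wells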
# PKA-R1A activ – PKA-R1A complex activation | PKA-R1A dissociation, Cy5-IP20 fluorescence polarization; scaled: DMSO 0%, 113 µM cGMP 100% | activation, % at 11.4 µM | 0.083% of 340,000 active;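 active = percent activation above the mean of all tested compounds plus 3 SD, cut at about 19% in these data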;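 note: higher means more PKAc released from R1A so a rise in polarization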
# SUMO Mot1 rescue – SUMOylation pathway inhibition by Mot1-301 growth rescue; AID 2716; 1% of 320,000 active; S. cerevisiae Mot1-301 growth rescue, ATP luminescence, 38.5C; percent above DMSO median, 100 means doubled; growth rescue, % at 18.8 µM;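 active = every valid replicate shows activation above 250% relative to neutral control wells; inactive = the rest, any valid replicate at or below 250%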;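 note: OY570 slx delta 5 strain wells were the positive control but not used for scaling; some compounds called inactive have numbers as strong as hits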
# OPRM1-OPRD1 inv – mu-delta opioid heterodimer inverse agonism; cell-based MOR-DOR heterodimer luminescence; inhibition, % at 9.3 µM; 0.21% of 340,000 active; AID 504357; in the data active = inhibition above about 22%, passing the limit was not always enough;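 note: 0% = cells with DMSO and 100% = wells without cells with DMSO; values of inactives mirror those of a sister screen read the other way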
# DSG3 Ab inh – inhibitors of pemphigus antibody binding to human desmoglein-3 | P32926 | DSG3-coupled beads, scFv-anti-DSG3-GFP binding, flow cytometry; stronger effect = lower value | binding (percent of control), % at 10 µM | 0.48% of 310,000 active | AID 588358;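 active = binding more than 3 SD below its plate's average and above zero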;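 note: hits lower antibody fragment binding to DSG3; some compounds called inactive have numbers as strong as hits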
# Target sequence (P32926 whole entry, looked up, the tested form may be a part): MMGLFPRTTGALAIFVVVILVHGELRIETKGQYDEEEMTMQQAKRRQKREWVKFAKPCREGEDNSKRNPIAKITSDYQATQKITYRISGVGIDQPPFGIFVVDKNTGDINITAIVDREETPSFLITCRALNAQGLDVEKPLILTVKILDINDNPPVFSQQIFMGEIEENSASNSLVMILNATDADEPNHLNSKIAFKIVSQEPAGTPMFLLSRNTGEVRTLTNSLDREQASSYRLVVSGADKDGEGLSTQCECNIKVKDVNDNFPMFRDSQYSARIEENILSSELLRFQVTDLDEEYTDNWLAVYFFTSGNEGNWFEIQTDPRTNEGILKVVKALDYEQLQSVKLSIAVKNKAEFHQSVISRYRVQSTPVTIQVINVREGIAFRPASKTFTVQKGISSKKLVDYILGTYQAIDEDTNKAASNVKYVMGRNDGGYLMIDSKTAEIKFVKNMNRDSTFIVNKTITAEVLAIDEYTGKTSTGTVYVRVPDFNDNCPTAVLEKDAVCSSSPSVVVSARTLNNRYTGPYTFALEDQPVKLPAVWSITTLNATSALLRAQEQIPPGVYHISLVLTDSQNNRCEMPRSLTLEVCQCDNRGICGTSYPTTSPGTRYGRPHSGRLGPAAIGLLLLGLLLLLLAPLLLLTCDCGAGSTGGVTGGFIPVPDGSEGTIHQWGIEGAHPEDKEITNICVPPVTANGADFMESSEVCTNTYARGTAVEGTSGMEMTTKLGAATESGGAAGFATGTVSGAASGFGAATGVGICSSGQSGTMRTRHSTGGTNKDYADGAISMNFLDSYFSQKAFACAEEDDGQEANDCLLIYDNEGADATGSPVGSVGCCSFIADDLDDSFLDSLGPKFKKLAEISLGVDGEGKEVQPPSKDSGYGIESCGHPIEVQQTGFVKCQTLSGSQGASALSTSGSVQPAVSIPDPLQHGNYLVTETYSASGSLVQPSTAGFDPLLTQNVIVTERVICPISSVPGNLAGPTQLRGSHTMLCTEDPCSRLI
# Active calls of the source: *; nt = no result given; & = joins results of further samples.
SMILES,Arr AP2 block,PfHsp90 yeast 2,AddAB inh,OPRM1-OPRD1 ag,E coli growth,phage Ecoli inh,Tat transport,PKA-R1A activ,SUMO Mot1 rescue,OPRM1-OPRD1 inv,DSG3 Ab inh
COc1ccc(-n2c(C)cc(/C=C(\C#N)C(=O)NCc3ccco3)c2C)cc1,-6,-5,1.8,-1.4,0.9,1.5,-12,4,-2,8,98
COc1ccc(N2CCN(C(=O)c3ccc4ccccc4n3)CC2)cc1,1,7,1.3,-1.4,-1.9,2.7,-5,-4,7,7,103
Cc1cc(C)c(CN2CCC(CO)(CCOc3ccccc3)CC2)cc1C,-5,nt,-0.6,5.9,0.7,0.9,9,-4,2,-29,136
CC1(C)CC(=O)C=C(NCCc2ccccc2)C1,32,-25,-0.5,-0.9,1.2,3.3,-5,-2,13,5,107
COc1ccc(S(=O)(=O)Nc2cccc(-c3ccc4nncn4n3)c2)cc1F,4,0,2.8,-3.5,0.9,1.4,0,-1,10,17,84
COc1cccc(/C=C(\C)C(=O)c2c(C)cc(C)[nH]c2=O)c1OC,38,6,0.8,-2.2,-1.7,3.2,-6,-10,-5,10,92
O=c1nc(/C=C/c2ccccc2C(F)(F)F)cc(C(F)(F)F)[nH]1,18,-5,-2.8,-0.8,1.5,0.0,4,-11,-19,4,103
CN1C(=O)[C@H]2[C@@H](/C=C/c3ccccc3)N3C(=O)CN(Cc4ccccc4)C(=O)[C@@]3(C)[C@H]2C1=O,15,-7,5.0,-1.2,0.7,-1.0,-10,-9,96,7,102
COc1ccc(Br)cc1/C=N/n1c(-c2ccccc2)n[nH]c1=S,7,-8,-0.6,-0.5,2.0,1.7,19,-8,-3,3,123
Cc1c(NC(=S)N2CCN(c3cccc(Cl)c3)CC2)c(=O)n(-c2ccccc2)n1C,15,-7,-0.4,-3.7,-0.9,3.2,-3,-10,-8,18,96

# Reprinted from the part before: two entries, then new ones.
SMILES,Arr AP2 block,PfHsp90 yeast 2,AddAB inh,OPRM1-OPRD1 ag,E coli growth,phage Ecoli inh,Tat transport,PKA-R1A activ,SUMO Mot1 rescue,OPRM1-OPRD1 inv,DSG3 Ab inh
COc1ccc(Br)cc1/C=N/n1c(-c2ccccc2)n[nH]c1=S,7,-8,-0.6,-0.5,2.0,1.7,19,-8,-3,3,123
Cc1c(NC(=S)N2CCN(c3cccc(Cl)c3)CC2)c(=O)n(-c2ccccc2)n1C,15,-7,-0.4,-3.7,-0.9,3.2,-3,-10,-8,18,96
COc1ccc(S(=O)(=O)N2CCCCCC2)cc1C(=O)OCC(=O)NCC(C)C,2,-13,0.1,-0.6,-0.1,-2.6,-6,4,-4,3,103
O=C(c1ccc2nc(-c3ccco3)c(-c3ccco3)nc2c1)N1CCN(c2ccccc2)CC1,4,-45,-0.8,3.1,-0.2,0.6,8,-4,nt,-17,92
CN(CC(=O)Nc1ccc(S(=O)(=O)N2CCCC2)cc1)Cc1ccc(Cl)cc1Cl,-1,7,8.1,4.0,2.2,3.1,8,-3,-13,-22,107
CCOC(=O)c1[nH]cnc1C(=O)Nc1ccc([N+](=O)[O-])cc1,39,-21,0.7,-4.5,0.3,0.7,-1,-8,-18,20,95
C[C@H](CO)N1C[C@H](C)[C@@H](CN(C)Cc2ccncc2)Oc2c(cccc2N(C)C)C1=O,4,4,0.9,-0.2,-1.9,-0.6,-2,6,5,1,110
O=C(CSc1nc2c(sc3ccccc32)c(=O)n1CCCN1CCCC1)NCC1CCCO1 (stereo unspecified),-7,nt,-0.2,-1.6,-1.2,2.2,-1,-1,1,8,nt
Cc1cc(C)n2c(SCC(=O)N3CCN(S(=O)(=O)c4ccc(Cl)cc4)CC3)nnc2n1,10,-38,-1.5,-1.8,-0.1,1.6,-4,-6,-8,10,88
O=C(CNC(=O)c1ccccc1Br)N/N=C/c1cccnc1,3,-4,2.7,-0.8,0.5,1.4,-1,-3,3,4,nt
CCc1cccc(NC(=O)CSCc2nc3sc(C)c(C)c3c(=O)[nH]2)c1,-4,-22,0.4,0.6,-0.3,5.0,-6,-5,2,-2,nt
COc1ccc(Cl)cc1NC(=S)NCCc1ccc(F)cc1,0,-64,nt,5.1,nt,nt,2,2,-26,-26,nt
Cc1ccccc1OCc1nc(-c2ccccc2)no1,9,3,-0.7,1.8,-2.1,1.9,4,-7,390*,-9,102
CCn1c(O)c(N=NC(=O)CNC(=O)c2ccccc2F)c2ccccc21,-10,-111,3.6,-4.3,-1.1,2.3,3,-10,-5,22,105
C=CCc1ccccc1OCC(O)CN1CCN(Cc2ccc3c(c2)OCO3)CC1 (stereo unspecified),-5&-1,-1&13,0.6&-2.0,0.1&0.6,-1.5&-0.1,2.5&2.8,16&-5,-11&6,78,0&-4,97&101
O=S1(=O)N=C(c2ccccc2)C=C(c2ccccc2)N1,9,4,0.6,-3.5,1.2,2.2,-3,1,nt,17,101
COCC(=O)Nc1nnc(SCC(=O)NCc2cccs2)s1,-5,nt,-0.1,-2.2,-0.1,2.8,-2,-15,13,13,102
O=C(CN1CCOCC1)N/N=C/c1ccccc1,48,nt,0.1,-1.8,0.5,-0.9,-4,-3,-5,9,113
CCOc1ccc(S(=O)(=O)N(C)c2ccc(OCC(=O)Nc3nc(-c4cc(OC)ccc4OC)cs3)cc2)cc1,-2,21,-0.6,0.6,-2.2,4.0,-11,-1,-18,-4,93
CCCCc1ccc(NC(=S)NCc2ccccc2OC)cc1,8,3,2.9,-0.7,-1.5,2.5,1,7,9,4,100
CCNC(=S)N1CCN(C(c2ccccc2)c2ccccc2)CC1,3,11,-0.9,4.9,-1.6,0.6,4,0,4,-31,94
CCOc1ccc(N=Nc2c(N)[nH][nH]c2=O)cc1,6,30,2.9,-2.7,0.0,5.0,0,10,-11,13,106
Cc1cc(C(=O)N/N=C/c2c(C)[nH]c3ccccc23)n[nH]1,-8,14,1.6,-2.8,-3.2,2.8,2,-10,5,14,94
O=[N+]([O-])c1ccc(Cc2ccc([N+](=O)[O-])cc2)cc1,22,5,nt,2.9,nt,2.8,9,0,nt,-15,91
COc1cccc(NC(=O)CCCCCN2C(=O)[C@@H]3Cc4ccccc4CN3C2=O)c1,6,5,1.2,-2.9,1.2,0.2,-7,8,18,16,99
CCOC(=O)CSc1n[nH]c(NC(=O)NC(C)C)n1,31,-10,0.0,-1.1,-0.7,4.4,-5,-2,18,6,99
CCC(=O)Nc1cccc(C2=NOC3(C2)C[C@@H](C(N)=O)N(C(=O)C(c2ccccc2)c2ccccc2)C3)c1 (stereo partly specified),-4,-26,1.6,-0.2,-0.5,-2.7,7,-5,-19,1,101
Cn1c(=O)oc2cc(S(=O)(=O)N3CCCC(C(=O)NCC4COc5ccccc5O4)C3)ccc21 (stereo unspecified),14,3,2.6,-1.1,0.2,2.1,5,0,-19,6,97
COc1ccc(S(=O)(=O)N2CCCOC2CNC(=O)C(=O)NCCCn2ccnc2)cc1 (stereo unspecified),-1,0,2.9,-2.1,2.4,0.2,3,1,-4,15,94
CC(C)(C)Nc1scc(-c2ccccc2)[n+]1-c1ccccc1,27,9,3.8,-0.3,1.3,3.9,-8,-5,-12,1,105
O=C(NCCc1ccc(Cl)cc1)C1CCN(C(=O)c2sccc2-n2cccc2)CC1,2,-11,0.2,-1.4,0.6,2.5,0,2,20,8,94
CCOC(=O)N1CCN(C(=O)C2CC(=O)N(c3ccc(C)cc3)C2)CC1 (stereo unspecified),8,16,1.3,0.2,1.8,2.9,-13,1,7,-2,105
COc1ccccc1N(CC(=O)Nc1cc(C)on1)S(=O)(=O)c1cccc(C(F)(F)F)c1,-19,6,-0.3,1.0,-1.9,2.6,4,-7,15,-4,102
O=C(Nc1ccccc1C(=O)N1CCN(CCO)CC1)c1cccc([N+](=O)[O-])c1,22,4,1.2,-1.6,-0.1,0.2,-7,1,-12,9,103
N#C/C(=C\c1cn(Cc2ccc(C#N)cc2)c2ccccc12)C(=O)NCc1cccs1,-6,12,2.3,0.3,1.4,3.6,3,-3,-3,-2,100
CN(C)CCCNC(=O)c1cc(C(=O)Cc2ccccc2)c[nH]1,11,-8,2.9,-1.6,-0.7,4.3,-5,0,-8,8,100
C/C(=C(/NC(=O)c1ccccc1)C(=O)O)c1ccco1,-3,-35,5.7,-0.6,0.7,3.9,-1,2,-7,3,80
CC(=O)Nc1nc(-c2cccs2)cs1,1,-8,1.2,-2.7,-2.8,3.6,-3,3,-4,15,nt
O=C(Cn1nc(Cc2cccnc2)c2ccccc2c1=O)Nc1ccc2c(c1)OCO2,-6,-9,-0.6,-1.7,3.1,3.3,12,-8,59,9,108
O=c1c2ccccc2nc(SCc2ccccc2Cl)n1Cc1ccccc1,-5,nt,2.9,-1.8,-1.8,0.7,-4,-13,-19,11,nt
COc1ccc(S(=O)(=O)Nc2ccccc2-c2nc3ccccc3[nH]c2=O)cc1,0,-1,2.7,0.8,-2.9,-0.5,-7,-5,9,-5,106
COc1cc(/C=C(\NC(=O)c2ccccc2)C(=O)NC(C(=O)O)c2ccccc2)cc(OC)c1OC (stereo unspecified),25,-9,1.7,-1.9,-2.0,4.3,0,4,159,9,97
CC1CN(C(=O)CCC(=O)N2CCN(c3cccc(C(F)(F)F)c3)CC2)c2ccccc2O1 (stereo unspecified),23,5,0.6,4.5,1.0,1.0,13,-8,-7,-23,107
COc1cccc(C2(O)CC(C(F)(F)F)=NN2C(=O)c2ccccn2)c1 (stereo unspecified),13,-40,-2.6,-1.6,-2.4,-0.5,-7,13,-13,8,106
CNC(=S)NNC(=O)Cc1ccc(O)cc1,2,18,1.3,-3.8,-2.1,0.2,0,-16,-8,19,72
COc1ccc(Nc2nc(C(=O)N(CCO)Cc3ccccc3)cs2)cc1,32,-3,1.2,-2.4,-1.9,2.0,-2,1,nt,13,96
O=C(CCN1C(=O)c2ccccc2C1=O)N1CCN(Cc2ccc(Cl)cc2Cl)CC1,0,nt,1.1,1.2,0.9,0.9,3,-3,0,-6,103
O=C(CN1C(=O)COc2ccccc21)NCCN1CCc2ccccc2C1,22,nt,0.9,1.5,0.6,2.2,-13,-10,19,-9,99
CC1=C2C(=O)OC(c3ccoc3)C2(C)CCC1 (stereo unspecified),10,24,1.3,-1.1,0.7,3.4,10,4,0,5,100
COC(=O)C1(C)NC(c2ccc(O)cc2)C2C(=O)N(c3ccc(F)cc3)C(=O)C21 (stereo unspecified),38,-12,6.4,-1.2,2.2,-0.1,-2,-3,-9,6,117
C/C(N)=C(/C#N)C(=O)CN1C(=O)NC(Cc2c[nH]c3ccccc23)C1=O (stereo unspecified),-1,-15,0.4,-1.4,0.0,1.0,-4,-4,7,7,96
O=C(NCCCn1ccnc1)c1cn(-c2ccccc2)nc1-c1ccc(F)cc1,8,nt,1.5,1.7,0.6,3.0,6,-7,142,-10,102
